WT yeast gro inh – growth inhibition of WT yeast, mitochondrial fusion screen. mitochondrial fusion phenotypic screen, WT strain. inhibition, % at 10 µM. 190,000 tested, 2.1% active. AID 1362; in the data active = inhibition above about 58%; tested in S. cerevisiae
West Nile virus CPE – inhibition of WNV-induced cytopathic effect – cell-based, CPE readout (AID 1621). West Nile virus-infected cells, CPE inhibition; higher % means a stronger effect. one-dose CPE inhibition, % at 10 µM; IC50 in µM for titrated hits. 290,000 tested, 0.02% active; in the data active = a potency from the dose series; inconclusive = CPE inhibition mostly from about 3.7% at the one dose, without a potency; inactive = the rest, 99 in 100 with CPE inhibition below about 2.2%; also: strong numbers were not always called active
b-catenin transl – modulators of beta-catenin nuclear translocation; HeLa beta-catenin nuclear translocation, immunofluorescence imaging; nuclear translocation activity, % at 5 µM; 190,000 tested, 0.3% active; AID 1665;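 active = nuclear translocation activity above 50% at 5 µM, with a well cell count of 50 or more; inconclusive = wells under 50 cells across six images, flagged as toxic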;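 also: per-cell ratio of nuclear to cytoplasmic median beta-catenin stain intensity; plate controls were DMSO negative control for no effect and GSK-3 inhibitor IX positive control for full effect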
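Test system: human HeLa cells, endogenous beta-catenin. Times: 24 h compound exposure, 37°C. Measured by: beta-catenin immunofluorescence imaging with DAPI.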
Myeloid diff MLP – promotes myeloid progenitor differentiation | ER-HoxA9 myeloid progenitors, lysozyme-GFP differentiation, flow cytometry | calls only at 10 µM | 360,000 tested, 1% active;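 active = normalized GFP-positive differentiation at or above the plate's own cutoff, the solvent-only control mean plus 3 SD; inconclusive = no clear call, values can overlap the other calls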;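 also: cells exposed to compound for four days before flow analysis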
Large T inhibition – TAg ATPase/helicase activity blockers – biochemical (AID 1903); SV40 large T antigen ATPase/helicase inhibition assay; higher % means a stronger effect; 310,000 tested, 0.39% active; inhibition, % at 20 µM; hits with a dose series show IC50 in µM; in the data active = a potency from the dose series; inconclusive = inhibition mostly from about 32% at the one dose, without a potency; inactive = the rest, 99 in 100 with inhibition below about 32%; also: strong numbers were not always called active
RSV CPE inhibition – RSV antiviral activity via CPE protection, HEp-2 cells, primary 10 µM value included (AID 2391); 310,000 tested, 0.13% active; HEp-2 cells, RSV-induced CPE inhibition; higher % means a stronger effect; CPE inhibition, % at 10 µM, or IC50 in µM where a hit was titrated; in the data active = a potency from the dose series; inconclusive = CPE inhibition mostly from about 23% at the one dose, without a potency; inactive = the rest, 99 in 100 with CPE inhibition below about 21%; also: strong numbers were not always called active
T cell modulator – T cell immune modulation candidate; calls only at 7 µM; 330,000 tested, 0.068% active; 2C CD8+ T cell-vesicle binding, flow cytometry; stronger effect = lower value;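 active = response, share of CD8 T cells binding vesicles, and their 90th percentile fluorescence all below set limits, cut at about 80% in these data, passing the limit was not always enough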
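incubation = binding step 1.5 h, 37 °C, antibody labelling 20 min, ice | test system = 2C mouse CD8+ T cells | read-out basis = percent CD8+ FL2 mean versus row control | controls = Peptide-free naked vesicles (low) and QL9 vesicles with 0.7% DMSO vehicle (high) | detection = flow cytometry of vesicle-bound cells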
PhoP inhibition – PhoP-dependent GFP reporter repression – Salmonella Typhimurium, primary screen (AID 1863); S. Typhimurium PhoP-regulated promoter GFP reporter, 4 h; higher % means a stronger effect; 300,000 tested, 0.16% active; inhibition, % at 50 µM; hits with a dose series show IC50 in µM;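 active = inhibition over 29.93%, a cutoff 3 SD above the screen mean, later confirmed by dose response; inconclusive = inhibition over 29.93% but no dose response follow-up; inactive = inhibition at most 29.93% or unconfirmed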;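 also: 0% = low Mg2+ inducing control and 100% = high Mg2+ repressing control; strong numbers were not always called active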
MgcRacGAP inhibition – MgcRacGAP GTPase-activating activity inhibitors, confirmation, biochemical, ADP Hunter fluorescence | MgcRacGAP-stimulated Rac1 GTP hydrolysis, ADP Hunter fluorescence; higher % means a stronger effect; GST-tagged Rac1 F28L mutant substrate | inhibition, % at 30 µM, or IC50 in µM where a hit was titrated | 340,000 tested, 0.6% active | AID 624330;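 active = first-screen hits whose inhibition reached a set limit at any dose in the follow-up dose series; inconclusive = inhibition above the set first-screen limit but never retested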;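 also: fluorescence reports GDP produced by GAP-driven GTP hydrolysis; strong numbers were not always called active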
WT yeast gro inh mutant strain – second read-out of WT yeast gro inh, no call of its own (marks repeat the call); inhibition, %; mitochondrial fusion phenotypic screen, mutant strain inhibition
b-catenin transl cell count 5 µM – also measured in b-catenin transl; calls as there; cell count; measured here: cell count, cytotoxicity flag
T cell modulator vesicle-bound % – also measured in T cell modulator; calls as there; double positive events, %; measured here: CD8+ vesicle-bound cell fraction;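 binding gate set so that unloaded-vesicle control wells show 10% double positive cells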
Myeloid diff MLP GFP+ MAC1+ % – further read-out of Myeloid diff MLP, marked with its call; GFP+ MAC1+ double positive, %; measured here: differentiation confirmed by MAC1 staining
An asterisk follows results filed as active; i = inactive; ? = inconclusive; . = not tested or not shown.

SMILES	WT yeast gro inh	WT yeast gro inh mutant strain	West Nile virus CPE	b-catenin transl	b-catenin transl cell count 5 µM	Myeloid diff MLP	Myeloid diff MLP GFP+ MAC1+ %	Large T inhibition	RSV CPE inhibition	T cell modulator	T cell modulator vesicle-bound %	PhoP inhibition	MgcRacGAP inhibition
Cc1cc(C)n(-c2nc(-c3ccc(Cl)cc3)cs2)n1	-51	-27	0.1%	5.3	958	i	0.4	5%	12%	i	28	-10%	2%
CCCCc1nc2ccccc2c(=O)n1NC(=O)c1c(O)c2cccc3c2n(c1=O)CC3	.	.	-0.4%	-1.4	976	.	.	.	8.5%	i	26	.	9%
O=C(NCc1cccnc1)c1ccc(NC(=O)c2cccc([N+](=O)[O-])c2)cc1	-9	-16	-1.3%	2.3	872	i	2.5	8%	-4.0%	i	38	1%	11%
CN(C)S(=O)(=O)N1CCCC(C(=O)c2ccc(-c3ccccc3)c(F)c2)C1 (centres undefined)	42	30	-2.1%	0.9	964	i	0.4	-2%	0.4%	i	50	-5%	5%
Cc1cc(NC(=O)CCN2C(=O)c3ccccc3C2=O)no1	-7	-9	-0.5%	0.9	1381	i	1.2	0%	0.6%	i	16	-5%	-1%
CCCCN1CC(=O)N2[C@H](c3ccc(Cl)cc3)[C@@H]3C(=O)N(CC)C(=O)[C@@H]3[C@]2(C)C1=O	.	.	-0.3%	.	.	i	1.2	-1%	2.0%	i	20	11%	1%
O=S(=O)(c1cccc2nsnc12)N1CCc2ccccc21	-18	-3	-0.1%	-3.5	1310	i	4.5	2%	.	.	.	8%	8%
CCC(C)(C)NC(=O)C(c1ccc(OC)cc1)N(CC1CCCO1)C(=O)CCC(=O)Nc1cc(C)on1 (centres undefined)	-17	5	-0.3%	.	.	i	1.9	23%	3.7%	i	35	7%	7%
COc1ccc(OCC(O)CNC(=O)Nc2ccccc2)cc1 (centres undefined)	.	.	-0.1%	0.5	1288	i	0.4	-2%	1.6%	i	12	9%	9%
CCC(C)(C)NC(=O)C(c1ccc(F)cc1)N(Cc1ccco1)C(=O)c1snc(C(N)=O)c1N (centres undefined)	7	20	0.1%	-0.6	931	i	1.2	1%	-2.3%	i	4	-4%	2%
CN(c1ccccc1)S(=O)(=O)c1cccc(NC(=O)CN2C(=O)NC3(CCCCC3)C2=O)c1	.	.	.	.	.	i	1.0	.	2.1%	i	38	.	0%
Cc1cc(Cn2nc(C(=O)NCC3CC3)cc2-c2ccccc2)on1	.	.	.	.	.	i	0.7	-4%	-1.6%	.	.	.	7%
COc1cccc(NC(=S)NCc2cccnc2)c1	7	17	-0.3%	-1.0	1069	i	0.1	20%	0.9%	i	28	12%	7%
OCCOCCOCCn1c2ccccc2c2ccccc21	-1	-6	-0.3%	-2.3	1079	i	0.6	2%	1.6%	i	64	2%	3%
NCCNc1cc(N2CCCC2)ccc1[N+](=O)[O-]	-14	-13	-1.5%	-0.6	1036	i	0.1	2%	1.8%	i	32	0%	7%
COc1ccc(C(=O)Nc2cc(Cl)ccc2C(=O)O)cc1	18	4	0.0%	-0.1	1247	i	0.3	5%	-0.9%	i	35	-7%	8%
CCN(C(=O)c1c(-c2ccccc2Cl)noc1C)C1CCCCC1	.	.	-0.4%	.	.	i	0.7	?	2.3%	i	24	-2%	11%
CCOc1cc(/C=N/NC(=O)c2cccnc2)cc(Br)c1OCC(N)=O	-6	1	0.9%	0.7	1004	i	0.2	8%	2.8%	i	1	-6%	4%
Cc1ccc2ccccc2c1Cn1c(-n2ccnc2)nc2c1c(=O)n(C)c(=O)n2C	3	6	-0.2%	.	.	i	0.8	18%	0.4%	i	36	-4%	6%
COc1c(Cl)cc(-c2noc(C)c2C(=O)NCCc2ccc(C)cc2)cc1Cl	31	11	-0.9%	.	.	i	3.4	2%	0.4%	i	36	-3%	3%
CCn1c(=O)c(=O)[nH]c2cc(C(=O)NCc3ccc(F)cc3)ccc21	.	.	0.2%	.	.	i	2.9	5%	2.4%	i	29	4%	6%
CC(O)CNc1nc2c(c(=O)n(Cc3cccc(Cl)c3)c(=O)n2C)n1C (centres undefined)	.	.	-0.1%	.	.	i	0.5	10%	1.9%	i	54	-6%	4%
Cc1ccc(-n2cccn2)c(CN2CCCC(C(=O)c3sccc3C)C2)c1 (centres undefined)	12	19	-1.7%	-3.7	1055	i	1.1	8%	14%	i	46	2%	1%
CN(C(=O)c1cc(COc2ccc(F)c(F)c2)on1)C1CCOC1 (centres undefined)	.	.	-1.3%	.	.	i	1.5	2%	3.0%	i	8	-12%	6%
Cc1ccc[n+](CC(=O)Nc2cc(C(F)(F)F)ccc2Cl)c1	16	5	-0.2%	-3.6	1147	i	4.8	5%	-0.6%	i	27	-1%	2%
CC(Oc1ccc(Cl)cc1Cl)C(=O)NC(=S)N1CCc2ccccc21 (centres undefined)	68	72	-0.5%	1.3	1086	i	0.4	6%	5.7%	i	45	-7%	9%
COc1ccc(-c2csc(N(CCc3ccc(OC)c(OC)c3)C(=O)COc3ccccc3)n2)cc1	8	6	0.3%	0.5	1023	i	3.1	2%	0.7%	i	21	3%	7%
O=C(Nc1ccccc1C(=O)O)c1ccc(NC(=O)C2CCCO2)cc1 (centres undefined)	.	.	0.3%	.	.	i	1.3	23%	1.2%	i	18	-3%	12%
COc1ccc2c(CSc3nnc(-c4cccnc4)n3-c3ccccc3F)cc(=O)oc2c1	-8	-2	-0.8%	-2.6	1156	i	0.5	5%	5.7%	i	38	7%	6%
Cc1cc(C(=O)CN2C(=O)C(=O)N(Cc3ccco3)C2=O)c(C)n1CCc1ccc(F)cc1	.	.	.	.	.	i	2.9	.	4.4%	i	30	.	10%
Clc1ccc(CSc2ncccn2)cc1	-25	-11	0.0%	.	.	i	1.0	4%	2.5%	i	40	4%	-2%
CCOc1ccc(N(CC(=O)Nc2cc(C)cc(C)c2)S(C)(=O)=O)cc1	.	.	-0.8%	.	.	i	1.7	5%	5.7%	i	58	0%	1%
CCOC(=O)C1CCN(C(=O)CN2C(=O)c3ccccc3Sc3ncccc32)CC1	.	.	-0.3%	.	.	i	0.3	10%	1.5%	i	26	-4%	7%
O=C1NC2(CCCCCC2)C(=O)N1Cc1ccc(F)cc1Cl	.	.	0.4%	.	.	i	2.6	8%	0.4%	i	9	-2%	1%
COc1ccc(Nc2nc(NCc3ccco3)nc(N/N=C/c3ccccc3)n2)cc1	11	-17	0.1%	-1.3	1355	i	0.9	0%	1.0%	i	40	-1%	11%
Cc1c(Br)c(C(=O)NNC(=O)c2ccc(C(C)(C)C)cc2)nn1C	.	.	0.3%	-1.0	1386	i	0.1	12%	.	i	59	-13%	0%
COc1ccc(CC(=O)OCC(=O)NC2CC2)cc1	.	.	.	.	.	i	1.3	.	1.0%	i	36	.	3%
COc1ccc(NC(=O)c2coc(C)c2)cc1	.	.	0.3%	.	.	i	0.2	9%	0.8%	i	41	-2%	8%
O=[N+]([O-])c1cc(CN2CCCCCC2)ccc1O	.	.	0.4%	.	.	i	1.1	3%	0.3%	i	39	-23%	-3%
Cc1ccc(S(=O)(=O)N(C)c2ccccc2C(=O)N2CCOCC2)cc1	.	.	-0.1%	.	.	i	1.1	1%	2.3%	i	13	4%	6%
COc1ccc(C(CNC(=O)c2oc3cc(Br)ccc3c2C)N2CCCCC2)cc1 (centres undefined)	.	.	0.3%	.	.	i	4.7	14%	?	i	16	2%	4%
CCCCNC(=O)CCn1nc(-c2ccc(Cl)cc2)c2ccccc2c1=O	.	.	-1.1%	-1.4	1237	i	0.7	6%	3.2%	i	32	-5%	9%
O=C(OCCN1CCOCC1)c1cccc(F)c1	.	.	1.1%	.	.	i	0.6	5%	0.7%	i	39	9%	9%
CCOC(=O)Cn1cc(Cl)cc(C(=O)Nc2ccccc2)c1=O	.	.	-0.9%	.	.	i	0.3	9%	5.0%	i	63	2%	2%
Cc1ccccc1-n1ncc2c1CC(C)(C)CC2NC(=O)c1snnc1C (centres undefined)	.	.	-1.2%	.	.	i	3.0	9%	2.2%	i	35	5%	10%
Cc1ccc([N+](=O)[O-])c(OCCN2CCCCCC2)c1	-1	17	-0.4%	1.7	1116	i	0.1	18%	-0.3%	i	25	22%	31%
O=S(=O)(/C=C/c1ccccc1)N1CCOCC1	.	.	-0.3%	.	.	i	0.6	33%	0.0%	i	62	-2%	4%
CC(OC(=O)CCC(=O)N1CCN(S(=O)(=O)c2ccc3ccccc3c2)CC1)C(=O)NC(N)=O (centres undefined)	.	.	-0.5%	.	.	i	0.9	3%	1.0%	i	41	-5%	-1%
CCN(C(=O)COC(=O)c1ccc(Cl)nc1)C1CCS(=O)(=O)C1 (centres undefined)	-3	-8	0.0%	0.6	589	i	1.4	0%	0.1%	i	20	0%	3%
Cc1ccc(C(=O)CCC(=O)N2CCC(C(N)=O)CC2)s1	.	.	.	.	.	i	0.8	.	2.0%	i	30	.	9%
COCCCNC(=O)c1ccc(CNS(=O)(=O)c2ccc(NC(C)=O)cc2)cc1	-17	-16	.	-0.4	1071	i	1.4	3%	-0.2%	i	47	-3%	1%
COC(=O)[C@H](Cc1ccccc1)NC(=O)N1CCN(c2ccccc2)CC1	.	.	0.0%	-0.5	1292	i	0.7	7%	0.1%	i	26	-12%	10%
O=C1c2ccccc2CN1CCNC(=S)NC1CCCCC1	-4	-27	-0.4%	-1.3	1090	i	0.2	1%	1.8%	i	15	-7%	9%
CCOC(=O)C1(CC2CCCCO2)CCN(Cc2cccnc2)CC1 (centres undefined)	-1	-3	-0.9%	-0.9	1099	i	1.4	1%	1.3%	i	65	-4%	-4%

High-throughput results as filed in PubChem BioAssay.
